# BRCT PPI red: disrupts BRCA1 BRCT binding to phosphoprotein, red fluorophore readout; BRCT-phosphopeptide binding, red fluorescence polarization; AID 892; Potency, µM (titrated, usually from 76.9 µM), without a hit: at the highest dose activity change, negative = inhibition, hits mostly inhibitors; hit rate 0.03% among 75,000; further: on the % scale 0 is the no-effect control and ±100 the full control effect
#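 Rhodamine-labelled pBACH1 10-mer (100 nM) bound to BRCT domain (100 nM) at pH 7.3; compounds incubated 12 min room temperature, polarization read. Free peptide defines full inhibition; unlabelled decapeptide titrated as control.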
# Hsp90 Hop PPI: changes Hsp90-Hop TPR2A binding signal, up or down; AlphaScreen TPR2A-His6 binding biotin-Hsp90 C-terminal peptide; Potency, µM (titrated, usually from 57 µM), inactives show at the highest dose activity change, negative = inhibition; hit rate 0.44% among 71,000; AID 595; active means well fitted curve in either direction with a large enough effect; inconclusive means small, poorly fitted or top-dose-only effect, or another doubt; further: potency means the concentration at half of the fitted maximal effect; on the % scale 0 is the no-effect control and ±100 the full control effect; many of its hits are not listed in these tables
# 4-MU autofl: compounds fluorescent in 4-MU spectral region. compound autofluorescence, 340/450 nm, 4-MU equivalents; active compounds read high. max dye-equivalent concentration, M. hit rate 11% among 59,000; in the data active means max dye-equivalent concentration above about 10 nM; inconclusive means mostly about 1.1 nM to 9.6 nM
#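 Compounds in 100 mM Tris, pH 8.0, sat 15 min at room temperature before fluorescence was read at 340 nm excitation/450 nm emission; a per-plate six-point 4-MU standard curve converted signals to dye-equivalent concentration at each compound concentration.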
# DNA Pol III inh: DNA polymerase III holoenzyme inhibition; reconstituted DNA polymerase III holoenzyme replication, biochemical; Potency, µM (series often up to 57.1 µM), for inactives: top-dose activity change, negative = inhibition; hit rate 0.25% among 71,000; AID 603; further: potency means the concentration at half of the fitted maximal effect; on the % scale 0 is the no-effect control and ±100 the full control effect
#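 Reconstituted *E. coli* holoenzyme (0.35 nM Pol III, 1 nM beta, 154 nM SSB, 2 nM primase) was preincubated with compound for 15 min at RT. Synthesis on 1.4 nM ssM13Gori ran 35 min, then was stopped with PicoGreen/EDTA and read as dsDNA fluorescence.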
# GFP derepression: epigenetic GFP locus derepression in mouse cells | Potency, µM (doses to about 46.1 µM), without a hit: top-dose GFP derepression (activation) | mouse C127i GFP locus derepression, cytometry, 30 h | hit rate 0.09% among 68,000; further: % of control where 0% means no effect
#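 Read-out is the number of GFP-positive cells, scored as fluorescent objects 20 to 120 um wide, reflecting derepression of a silenced CMV-GFP reporter in murine C127i cells after 30 h compound exposure at 37 C.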
# BRCT PPI green: inhibitors of human BRCA1 BRCT-phosphoprotein interaction (green fluorophore); P38398; BRCA1 BRCT-phosphopeptide binding, green fluorescence polarization; Potency, µM (titrated, usually from 76.9 µM), without a hit: at the top dose activity change, negative = inhibition, most hits filed as inhibitors; hit rate 0.05% among 75,000;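 further: potency means the concentration at half of the fitted maximal effect; plate controls were peptide without protein for full effect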
#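 Compounds were incubated for 12 min at room temperature with a complex of 100 nM fluorescein-tagged pBACH1 decapeptide and 250 nM His-tagged BRCT protein. Buffer was phosphate pH 7.3 with EDTA, DTT and Tween 20. Disruption of binding lowers the polarization signal.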
# HBB splice mod: modulators of hemoglobin beta chain splicing. AID 925. Potency, µM (doses to about 46.1 µM), inactives show at the top dose activation, hits mostly activators. hit rate 0.06% among 65,000. HBB splicing reporter cell assay, activation; EGFP reporter with mutant IVS2-654 intron; response scale: normalised to 500 nM splice-correcting PNA; further: potency means the concentration at half of the fitted maximal effect; 0% is about no effect
#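 HeLa cells stably expressing EGFP interrupted by mutant beta-globin intron 2 (IVS2-654), 500/well in 2% FCS. Treated with compound for 2 days at 37C. Splicing correction scored as total well GFP intensity (488 nm excitation, 500-520 nm emission); 500 nM antisense PNA served as control.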
# ALOX15 inhib: inhibitors of human 15-lipoxygenase (ALOX15); P16050; purified 15hLO-1, xylenol orange hydroperoxide absorbance; Potency, µM (top dose mostly 57.1 µM), without a hit: at the top dose activity change, negative = inhibition, most hits filed as inhibitors; hit rate 1.4% among 74,000; AID 887; further: potency means the concentration at half of the fitted maximal effect; on the % scale 0 is the no-effect control and ±100 the full control effect; nearly all actives have a fitted effect of over 55% in size
#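 Readout: Fe(III)-xylenol orange absorbance, 573-to-405 nm ratio as reaction progress. Enzyme 40 nM purified human 15hLO-1, substrate 50 uM arachidonic acid, 6 min RT after 15 min compound preincubation; Hepes pH 7.5 buffer with Triton X-100.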
# A350 autofl: compounds fluorescent in Alexa 350 spectral region | Compound autofluorescence, 340/450 nm, Alexa 350 dye-equivalents; active compounds read high | max dye-equivalent concentration, M | hit rate 11% among 59,000; in the data active means max dye-equivalent concentration above about 10 nM; inconclusive means mostly about 1.1 nM to 9.6 nM
# Ub-GFP proteasome: proteasome inhibitors stabilizing ubiquitin-GFP reporter; Ubiquitin-GFP reporter cells, proteasome inhibition, GFP fluorescence; response scale: untreated = 0%, 10 µM MG-132 = 100%; Potency, µM (titrated, usually from 45.9 µM), without a hit: top-dose activation (GFP accumulation), hits mostly activators; 67,000 tested, under 10 active; AID 526; active means well fitted activation curve with a large enough effect, not every such curve was filed as active; inconclusive means small, poorly fitted or top-dose-only effect, or another doubt; inactive means no such curve, though single readings can be large or run the other way; further: potency means the concentration at half of the fitted maximal effect
#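 GFP accumulation read-out: laser plate cytometry counting ubiquitin(G76V)-GFP-expressing U2OS cells after 4 hr compound exposure at 37 °C. Titrations spanned 46 uM to 2.9 nM; 0% = basal, 100% = 10 uM MG-132; concentration-response curves fitted.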
# CRE Fsk mod: modulators of forskolin-stimulated CRE signaling in CHO cells; hit rate 2.5% among 71,000; CHO CRE-bla reporter (cAMP response element driving beta-lactamase), forskolin EC10, beta-lactamase ratio; Potency, µM (series often up to 38.2 µM), inactives show at the top dose activity change, negative = inhibition, actives largely listed as activators; AID 662; active means well fitted activation curve with a large enough effect in the signal ratio, with a control signal flat, not every such curve was filed as active; inconclusive means small, poorly fitted or top-dose-only effect, or effect the other way, or a change in a side signal; the % refers to the signal ratio; further: potency means the concentration at half of the fitted maximal effect; % of control where 0% means no effect
#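 Titrated compounds plus EC10 NKH 477 on CHO CRE-bla cells, 3 h, 37 °C. CCF4, 2 h RT. Ratio 460/530 nm → AC50.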
# Active calls of the source: *; i = inactive; ? = inconclusive; . = not tested or not shown; [ ] = another dose, or the depositor's remark. Unless noted, the call rests on the fitted dose curve; in most records, active means well fitted curve in the direction sought with a large enough effect; inconclusive means small, poorly fitted or top-dose-only effect, or another doubt; inactive means no such curve, though single readings can be large; an effect the other way counts as inactive or inconclusive. Hits appear at their usual frequency. Share with any hit: about 12%.
cpd	Molecule	BRCT PPI red	Hsp90 Hop PPI	4-MU autofl	DNA Pol III inh	GFP derepression	BRCT PPI green	HBB splice mod	ALOX15 inhib	A350 autofl	Ub-GFP proteasome	CRE Fsk mod
1	CC(=O)N1CCc2cc(S(=O)(=O)NCCC(=O)N3CCN(c4ccccn4)CC3)ccc21	-4.1%	-6%	i	-3%	0%	-2.6%	-0.8%	5%	i	4%	-5%
2	COc1ccccc1NC(=O)N1CCCC1C(=O)NC12CC3CC(CC(C3)C1)C2 (configuration not stated)	0.1%	0%	i	-5%	1%	-1.1%	.	3%	i	3%	-3%
3	O=C(NCCc1ccccc1)NC1CCCCC1	1.1%	-7%	i	0%	-1%	1.0%	0.8%	12%	i	5%	0%
4	CCOC(=O)c1cnc2ccc(C(=O)OC)cc2c1NCCN1CCOCC1	-2.1%	-4%	.	-12%	3%	0.9%	0.1%[9.22 µM]	0%	.	6%	?
5	COc1ccc(Oc2ncc3nc(-c4cccc(C#N)c4)c(=O)n(C)c3n2)cc1	0.2%	0%	i	5%	-3%[9.22 µM]	-1.9%	-0.1%	-8%	i	6%	3%
6	O=C(COc1ccccc1F)c1ccc(O)cc1O	-0.2%	-1%	.	0%	5%	-0.7%	-0.3%	0%	.	1%	-8%
7	CS(=O)(=O)N(CC(=O)N1CCN(c2ccccc2F)CC1)c1cccc(C(F)(F)F)c1	-0.7%	1%	.	2%	-2%	0.2%	-0.7%[9.22 µM]	0%	.	6%	-17%
8	Cc1noc(/C=C/N(C)C)c1S(=O)(=O)N1CCCC(C(=O)NCc2ccc(F)cc2)C1 (configuration not stated)	1.9%	?	.	-2%	0%	-0.3%	1.0%	-19%	.	-6%	-12%
9	CCCn1c(SCC(=O)Nc2nnc(C(C)C)s2)nc2c1c(=O)n(C)c(=O)n2C	-0.5%	-1%	i	-6%	5%	-1.8%	.	7%	i	-3%	9%
10	CCOc1ccc(OCC)c(NC(=O)C2CCN(S(=O)(=O)c3c(C)noc3C)CC2)c1	-0.6%	-1%	i	-5%	2%	-1.3%	-1.1%	5%	i	0%	-8%

# Molecules above containing an aryl methoxy group (2):
cpd	Molecule	BRCT PPI red	Hsp90 Hop PPI	4-MU autofl	DNA Pol III inh	GFP derepression	BRCT PPI green	HBB splice mod	ALOX15 inhib	A350 autofl	Ub-GFP proteasome	CRE Fsk mod
2	COc1ccccc1NC(=O)N1CCCC1C(=O)NC12CC3CC(CC(C3)C1)C2 (configuration not stated)	0.1%	0%	i	-5%	1%	-1.1%	.	3%	i	3%	-3%
5	COc1ccc(Oc2ncc3nc(-c4cccc(C#N)c4)c(=O)n(C)c3n2)cc1	0.2%	0%	i	5%	-3%[9.22 µM]	-1.9%	-0.1%	-8%	i	6%	3%

# More records follow:
cpd	Molecule	BRCT PPI red	Hsp90 Hop PPI	4-MU autofl	DNA Pol III inh	GFP derepression	BRCT PPI green	HBB splice mod	ALOX15 inhib	A350 autofl	Ub-GFP proteasome	CRE Fsk mod
11	CN(C=O)CP(=O)(O)CCN1CCCC1=O	-1.2%	-4%	1.2e-08M*	-2%	0%	-1.3%	-1.5%	-15%	1.4e-08M*	-3%	23%
12	Cc1ccc2oc(=O)c3cnn(CC(=O)NCCc4ccsc4)c3c2c1	-1.9%	-3%	.	-2%	-3%	0.1%	0.5%	-8%	.	10%	-5%
13	COC(=O)[C@H](CCSC)NC(=O)NCCC1=CCCCC1	-0.2%	-4%	i	-15%	3%	-4.2%	2.9%	-6%	i	17%	-18%
14	O=c1c(-c2cccc(Cl)c2)nc2cncnc2n1Cc1ccccc1Cl	-0.1%	-1%	i	-7%	3%[9.22 µM]	7.8%	1.3%	5%	?	-3%	?
15	Cc1cccc(C(=O)NCCN2CCN(c3ccccc3)CC2)c1	0.7%	-2%	i	1%	0%	-1.0%	.	9%	i	-2%	0%
16	O=S(=O)(c1ccccc1)N1CCC[C@@]2(CCN(c3ccccc3)C2)C1	0.5%	-20%	i	-3%	5%[9.22 µM]	0.5%	2.4%	-17%	i	7%	2%
17	CCCSc1nc2c(cnn2-c2ccc(Cl)cc2)c(=O)[nH]1	-1.1%	-3%	i	0%	-2%	-2.4%	-2.6%	13%	i	-5%	?
18	CC(=O)Nc1ccc(C(=O)Nc2ccc(S(=O)(=O)NCC3CCCO3)cc2)cc1 (configuration not stated)	-0.1%	-7%	i	-6%	-1%	-1.3%	.	-6%	i	6%	3%
19	O=C1CC(c2ccco2)c2ccc3ccccc3c2N1 (configuration not stated)	-0.9%	-12%	?	-7%	-2%	0.7%	.	-29%	?	2%	1%
20	O=C(COc1ccc(Br)cc1CO)Nc1ccc(F)cc1	-1.4%	-1%	i	-2%	2%	0.3%	-1.4%	-19%	i	13%	-12%
21	O=C(O)CCCCCNC(=O)c1cccc(Br)c1	0.8%	0%	.	6%	-2%	-3.9%	0.3%[9.22 µM]	1%	.	7%	-8%
22	Nc1c(C(=O)c2ccccc2)oc2ccc(Br)cc12	-0.6%	18%	1.3e-08M*	-3%	-1%	-0.9%	.	-15%	1.3e-08M*	7%	?
23	CC1(C)Cc2ccccc2-c2nnc(SCC(=O)Nc3ccc4c(c3)OCO4)n21	0.7%	-5%	i	-3%	-1%	-1.8%	1.2%	-21%	i	-1%	?
24	CC(=O)C1=C(C)NC(=O)NC1c1ccccc1 (configuration not stated)	0.2%	-5%	i	-2%	-1%	-1.3%	-0.1%[57.5 µM]	-9%	i	-2%	-3%
25	CC1=C(C(=O)N(C)Cc2ccccc2)C2(CCC(C)CC2)OC1=O (configuration not stated)	-1.4%	?	.	-5%	2%	3.4%	0.1%	-3%	.	13%	-7%
26	O=C(Nc1ccc2c(c1)OCCO2)c1cccnc1	0.3%	-1%	i	4%	0%	-3.5%	0.0%[57.5 µM]	2%	i	0%	-1%
27	Cc1ccc(S(=O)(=O)c2c(C)nn(C(C)(C)C)c2OC(=O)c2ccc(Br)o2)cc1	-2.5%	-2%	i	-4%	4%	-0.7%	-0.5%	-8%	i	-2%	?
28	CSc1nsc(SC)c1C(=O)N1CCN(S(=O)(=O)c2ccc(C)cc2)C1C (configuration not stated)	0.2%	1%	i	-15%	2%	0.0%	-0.6%	-18%	i	-12%	-10%
29	O=S(=O)(N=S(N1CCCCC1)N1CCCCC1)c1ccccc1	-0.2%	2%	.	-4%	-2%	-0.6%	-1.3%[9.22 µM]	-4%	.	-12%	-1%
30	CCOc1ccc(OCC)c(NC(=O)CN2CCN(C(=O)c3ccco3)CC2)c1	0.9%	-4%	i	-3%	-2%	1.7%	0.1%[57.5 µM]	-3%	i	-3%	15%
31	COC(=O)C1C2C=CC3(CN(CCc4ccccc4)C(=O)C13)O2 (configuration not stated)	0.8%	0%	i	-4%	-1%	-1.2%	.	11%	i	0%	-2%
32	O=C(CCCSc1nc(-c2ccco2)cc(C(F)(F)F)n1)Nc1ccc2c(c1)OCO2	0.0%	-9%	i	-6%	-2%	-1.8%	.	-14%	i	0%	?
33	COc1ccc(OC)c(S(=O)(=O)NCCC2=CCCCC2)c1	-3.0%	3%	i	-2%	3%	-0.6%	-0.3%	-29%	i	5%	-9%
34	Cn1c(SCC(=O)NCCc2ccccc2)nnc1-c1ccncc1	0.5%	1%	?	2%	6%	-1.3%	0.2%[57.5 µM]	-1%	?	-2%	7%
35	O=C(CSc1nnc(-c2ccco2)n1-c1ccccc1)NCc1ccc2c(c1)OCO2	0.6%	-2%	i	-4%	3%	-0.2%	0.1%	6%	i	3%	-14%
36	CC(C)(C)n1ncc2c(=O)n(CC(=O)N3CCCCCC3)cnc21	-0.8%	1%	i	-6%	0%	-1.0%	2.6%	5%	i	-6%	1%
37	C=CCNC(=O)c1ccccc1NC(=O)c1ccccc1	-1.0%	-4%	i	5%	5%	-1.5%	1.3%	-6%	i	-2%	?
38	COCCn1nnnc1C(c1ccccc1OC)N1CCN(c2ccccc2)CC1 (configuration not stated)	-0.9%	-4%	i	-3%	-2%	-6.2%	-0.2%[57.5 µM]	-3%	i	-5%	-6%
39	O=C(CCN1CCCC1)Nc1cccc(Br)c1	2.0%	-1%	i	1%	2%	0.5%	1.9%[1.84 µM]	3%	i	-3%	?
40	O=S(=O)(c1cccs1)N1CCN(c2ncccn2)CC1	0.0%	-1%	i	-4%	5%	-0.4%	0.7%	-2%	i	10%	?
41	CC(C)[C@H](N)c1nnc(SCc2ccc(Cl)cc2)o1	-0.8%	0%	i	0%	0%	-0.1%	-1.7%[0.369 µM]	7%	i	.	-5%
42	Fc1ccc(-n2[nH]nnc2=S)cc1N1CCCC1	-1.1%	-7%	i	0%	-2%	-4.3%	2.2%[57.5 µM]	25µM*	i	-1%	21%

# Screens from PubChem BioAssay.
